KDM5B inhibitor = Primary screen for KDM5B Histone Demethylases FDH-coupled qHTS | 220,000 tested, 2.6% active | Potency, µM (highest dose often 57.7 µM), inactives show top-dose activity change, negative = inhibition, actives largely listed as inhibitors | KDM5B demethylase, FDH-coupled NADH fluorescence (FDH is formaldehyde dehydrogenase); active = well fitted inhibition curve with a large enough effect; inconclusive = small, poorly fitted or top-dose-only effect; inactive = no such curve, though single readings can be large or run the other way; note: 0% is about no effect; nearly all actives have a fitted effect of over 70% in size
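qHTS format, multiple compound concentrations. Buffer 50 mM HEPES pH 7.5/0.01% Tween-20; 200 nM KDM5BΔAP final; 10 min compound preincubation; substrate-mix levels 12.5 µM peptide, 25 µM α-KG, 0.25 mM NAD⁺; 30 min RT; ΔRFU.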
Active calls of the source: *; i = inactive; ? = inconclusive; [ ] = remark or other dose. Potency is the fitted concentration of half-maximal effect.

SMILES	KDM5B inhibitor
COc1cc(OC)c(NC(=O)C2CCCN(c3ccc4nncn4n3)C2)cc1Cl (stereo not drawn)	0%
Cn1ccnc1C(=O)NCC(=O)N1CCCCCCNC(=O)CC1c1ccccc1 (stereo not drawn)	-21%
Cc1ccc(-n2c(C3CCN(C(=O)Cc4c(F)cccc4Cl)CC3)n[nH]c2=O)cc1	20%
Cc1ccc(CN(CC(=O)NCCc2ccccc2)C(=O)c2csnn2)cc1	15%
Cc1ccccc1CC(=O)NCc1nnc2cc(-c3nc(C4CC4)no3)ccn12	28µM*
COc1ccccc1CNc1nccn(-c2ccccc2)c1=O	?
CC(C)CN(C(=O)COC(=O)c1cncc(Br)c1)c1c(N)n(Cc2ccccc2)c(=O)[nH]c1=O	-15%
O=C1NCCCCCCN(C(=O)CC2CCCCC2)[C@H]2C[C@H](c3nc(Cc4ccccc4)no3)C[C@@H]12	-20%
C#CCOc1c(Cl)cc(/C=C2\NC(=O)NC2=O)cc1OCC	-11%
Cc1noc(-c2cccc(OC3CN(C(=O)NCc4ccccc4)C3)c2)n1	-16%
FC(F)(F)c1ccnc(N2CC[C@H](c3nnc(-c4ccncc4)o3)C2)n1	?
COc1ccc(CNCc2ccc3c(c2)OCO3)cc1Br	?
COc1cc(/C=C/C(=O)Oc2ccc3ccc(=O)oc3c2)ccc1OS(=O)(=O)c1ccc(C)cc1	?
Cc1ccc(OCCNC(=O)c2cc3ccccc3oc2=O)c(C)c1	13%
COc1cccc(C(=O)n2nc(-c3cccnc3)nc2NCc2ccc(F)cc2)c1	-16%
CCCSc1ncc(Cl)c(C(=O)N(Cc2ccc(N(C)C)cc2)C2CCS(=O)(=O)C2)n1 (stereo not drawn)	?
CC(=O)NC1CCN(C(=O)N2CC3CC(C2)[C@H]2CCCC(=O)N2C3)CC1 (stereo partly drawn)	4%
CCCCCCCCCNC(=O)c1nccnc1N	?
Cc1cc2cc(-c3c(C)noc3C)nc(NCC3CC3)c2o1	-2%[86.2 µM]
O=C(C1CCCC1)N1CCN(c2cc(-c3ccc(Cl)cc3)[nH]n2)CC1	36%
COC(=O)C(NC(C)=O)(Nc1cccc(C)n1)C(F)(F)F (stereo not drawn)	34%
CN(Cc1cccs1)C(=O)COc1cc2oc(=O)cc(-c3ccccc3)c2cc1Cl	?
O=C(O)C1CCN(c2ccc3nnc(C(F)(F)F)n3n2)CC1	2%
Cc1oc(-c2ccccc2)nc1C(=O)Nc1ccccc1C(N)=O	7%
Cc1ccc(CN(Cc2ccco2)C(=O)COc2ccc(Cl)cc2Cl)cc1	?
O=C(Nc1ccc(NC(=S)NC(=O)c2ccco2)cc1)c1ccccc1	7%
CCCc1nc2ccccc2c(C(=O)OCC(=O)NC(=O)NC(C)C)c1CC	-29%
Cc1ccc(N2N=C(C(=O)O)CCC2=O)cc1Cl	26%
COc1cccc(NC(=O)CCc2c(C)c3ccc(O)c(C)c3oc2=O)c1	?
CC1(C)CC(=O)C2=C(C1)N(c1cccc(C(F)(F)F)c1)C(N)=C(C#N)C21C(=O)Nc2ccccc21 (stereo not drawn)	6%
CCc1c(C)sc2nc(NCC(C)O)n3nc(-c4ccco4)nc3c12 (stereo not drawn)	?
COCc1nc(C2CCN(C(=O)c3cccn3C)C2)no1 (stereo not drawn)	-19%
Cc1ccc(NC(=O)CCN2CCN(Cc3ccccc3)CC2)cc1Br	-5%
O=C(c1ccc(F)cc1)N1CCCC(c2nc(C3CCOCC3)no2)C1 (stereo not drawn)	5%
CCc1ccc(CNC(=O)c2nn(-c3ccc(OC)c(Cl)c3)c(=O)c3c2c2ccccc2n3C)cc1	-19%
O=C(Cc1ccc(Cl)cc1)NCc1nnc2cc(-c3nc(C4CC4)no3)ccn12	i
O=S(=O)(C1CC1)N1CCC(c2nc(C3CC3)no2)C1 (stereo not drawn)	12%
COc1ccc(-n2nc3c(N4CCCC(C(=O)NCc5ccc(C)cc5)C4)nnc(C)c3c2C)cc1 (stereo not drawn)	?
CCN(CC)C(=O)c1sc2c(c1C)c(=O)n(CCc1ccccc1)c(=O)n2Cc1cc(C)ccc1C	11%
O=C(NCc1cccnc1)c1ccc2c(c1)-c1ccccc1C2	57%[activator]

Two records drawn at random from those above, as already listed:
SMILES	KDM5B inhibitor
CCCc1nc2ccccc2c(C(=O)OCC(=O)NC(=O)NC(C)C)c1CC	-29%
O=C(NCc1cccnc1)c1ccc2c(c1)-c1ccccc1C2	57%[activator]

Reformatted: four of the compounds above
SMILES,KDM5B inhibitor
O=C(NCc1cccnc1)c1ccc2c(c1)-c1ccccc1C2,57%[activator]
O=C(c1ccc(F)cc1)N1CCCC(c2nc(C3CCOCC3)no2)C1 (stereo not drawn),5%
COc1ccc(-n2nc3c(N4CCCC(C(=O)NCc5ccc(C)cc5)C4)nnc(C)c3c2C)cc1 (stereo not drawn),?
CCN(CC)C(=O)c1sc2c(c1C)c(=O)n(CCc1ccccc1)c(=O)n2Cc1cc(C)ccc1C,11%

(next part)
SMILES	KDM5B inhibitor
Cn1cc(-c2ccnc(N3CCOCC3)c2)c2nc(COc3ccc(Cl)cc3)cn2c1=O	21%
COc1ccc(Cl)cc1S(=O)(=O)N1CCC(OC2CCN(C)CC2)CC1	-24%
O=C(NCCc1ccccc1)N(C1CCOCC1)C1CCN(CC2CCCCC2)CC1	10%
COc1ccc(-c2noc(CC(=O)N(C)c3cccc(C)c3)n2)cc1	-21%
COc1ccc(-c2nc(CN3CCC(C(=O)NCCc4ccccc4)CC3)c(C)o2)cc1OC	-18%
CCS(=O)(=O)N1CC(F)(F)C[C@H]1c1nc(C2CC2)no1	-1%
Cc1ccc(NC(=O)c2cc(C)nc3ccccc23)cc1	6%
O=C(CCC(=O)c1ccc2c(c1)CCC2)Nc1ccc2c(c1)CCC2	29%
COc1ccc(C(C)=O)cc1CS(=O)(=O)Cc1cccc(F)c1	19%
COc1ccc(-n2nc(C(=O)NCC(=O)N3CCN(c4ccccn4)CC3)c3ccccc3c2=O)c(OC)c1	29%
COCCn1cnnc1SCc1ccc(F)cc1	7%
CCOc1ccccc1C(=O)N1CCC2(CC1)NC(=O)N(c1ccccc1)N2	?
Cc1noc(-c2nc(-c3cccc(Br)c3)no2)n1	31%
CCSCCC(=O)NCCC(=O)N(C)Cc1ccccc1	-3%
COc1ccc(/C=C/c2ccc3c(c2)C(=O)N2CC[C@H](NC(=O)c4cnccn4)[C@H]2C(=O)N3)cc1	?
CC1=C[C@@H](CN(CC2CC2)CC2CC2)[C@H](C(C)C)C[C@H]1Cc1nc2c(C)cccc2[nH]1	-7%[86.2 µM]
N#Cc1ccc(F)c(CSc2nnc(N)s2)c1	3%
COc1ccccc1CC(NC(C)=O)C(=O)NC1CCN(C(=O)Nc2ccccc2C)CC1 (stereo not drawn)	-6%
Cc1ccccc1-c1nc(N2CCOCC2)cc2c1CN(c1ccccc1)C2=O	35µM*
CC(=O)N1C[C@@H](CN(C)C)[C@H](NC(=O)c2ccccc2OC(F)(F)F)C1	-11%
C[C@@H](CO)N(Cc1cn(Cc2ccccc2)nn1)S(=O)(=O)c1ccc(F)cc1Br	5%
CC(=O)Nc1ccc2c(C(C(=O)O)N3CCN(c4nc5c(cc4C#N)CCCC5)CC3)c[nH]c2c1 (stereo not drawn)	?
O=C(CSc1nc2ccsc2c(=O)n1-c1ccc(Cl)cc1)NCc1ccc(Cl)cc1	-8%
Cc1nc2ncccc2cc1C(=O)NC(c1nnc2n1CCNCC2)C(C)C (stereo not drawn)	-27%
O=C(Cn1ncc2c1-c1ccccc1OC2)N1CCN(c2ccccc2)CC1	-17%
O=C(CNC(=O)c1ccccc1Cl)NCCN1CCc2ccccc2C1	5%
CCCCCNC(=O)c1cc2c(=O)n3ccccc3nc2n1C	?
COc1ccc(-n2cc(-c3ccccc3)c3c(NCc4cccc(Cl)c4)ncnc32)cc1	?
CCN(CC)C(=O)CSc1nc(-c2ccccc2)cc(-c2ccc(OC)cc2)c1C#N	?
CCOC(=O)c1cc(NC(=O)NC2CCCCC2)c(C)nc1C	?
COc1ccc(-c2cc(N3CCCN(C(=O)c4ccc(OC)c(F)c4)CC3)n[nH]2)cc1	-24%
CC(NC(=O)c1ccc[n+]([O-])c1)c1ccc2ccccc2c1 (stereo not drawn)	5%
CCC(C)[C@H](NC(=O)C1CCC(Cn2nnc3ccccc3c2=O)CC1)C(=O)O (stereo partly drawn)	9%
Cc1cc(C)n(CCC(=O)N2CC(Oc3ccc(-c4nc(-c5ccccc5)no4)cc3)C2)n1	1%
CCc1cc(=O)oc2cc(OCC(=O)NCCC#N)ccc12	?
Cc1cc(C(=O)N/N=C/c2ccncc2)cs1	17%
COc1ccc(C(=O)N2CCc3ccc(C(=O)NCc4ccncc4)cc32)cc1	12%
COc1ccc(OC)c(S(=O)(=O)Nc2cc(C(=O)NC(C)C)ccc2N2CCNCC2)c1	22%
O=C(NC1CCN(c2cc(-c3ccc(Cl)cc3)[nH]n2)CC1)c1ccncc1	14%
CCCCN1C(=O)C(O)(CC(=O)c2c(C)n[nH]c2C)c2ccccc21 (stereo not drawn)	15%

Some of these compounds in order of molar mass, descending.
SMILES	KDM5B inhibitor
Cc1cc(C)n(CCC(=O)N2CC(Oc3ccc(-c4nc(-c5ccccc5)no4)cc3)C2)n1	1%
COc1ccc(-n2cc(-c3ccccc3)c3c(NCc4cccc(Cl)c4)ncnc32)cc1	?
COc1ccc(-c2cc(N3CCCN(C(=O)c4ccc(OC)c(F)c4)CC3)n[nH]2)cc1	-24%
CCC(C)[C@H](NC(=O)C1CCC(Cn2nnc3ccccc3c2=O)CC1)C(=O)O (stereo partly drawn)	9%
CCc1cc(=O)oc2cc(OCC(=O)NCCC#N)ccc12	?

(further entries)
SMILES	KDM5B inhibitor
Cc1cc(CNC(=O)c2ccc(S(=O)(=O)NCC(F)F)cc2)on1	28%
CC(Oc1ccc(Cl)cc1Cl)C(=O)N1CC(=O)Nc2ccccc21 (stereo not drawn)	16%
COc1ccc(NC(=O)CCc2ccc3c(c2)CN(C(=O)NC(C)C)CCO3)cn1	?
CCc1sc(Nc2cccc(Cl)c2C)nc1-c1cc2cccc(OC)c2oc1=O	-17%
COc1ccc(N2CCN(C(=O)CCc3nnc4n(C)c(=O)c5sccc5n34)CC2)cc1	-9%
Cc1ccc(Nc2c(-c3ccccn3)nc3cccc(C)n23)cc1	?
COc1ccc(S(=O)(=O)N2CCN(c3ccccc3F)CC2)cc1-c1noc(C)n1	-13%
O=C(Nc1ccc2c(c1)OCCO2)C(=O)c1c[nH]c2cc(F)ccc12	4%
CCCNc1cc(N2CCC(CCC(=O)N3CCN(c4ccccc4F)CC3)CC2)ncn1	-3%
Cn1nccc1C(=O)N1CC2CC(C1)[C@H]1CCCC(=O)N1C2 (stereo partly drawn)	16%
CCOc1ccc(/C=C/c2nc(C#N)c(N3CCN(c4ccccc4)CC3)o2)cc1	-39%
CCCCc1ccc(NC(=S)NCCCOC(C)C)cc1	-28%
O=C(Cc1c[nH]c2ncc(-c3ccncc3)cc12)NCc1cccnc1	10%[86.2 µM]
CC(CCc1ccco1)NC(=O)c1ccc(S(C)(=O)=O)cc1 (stereo not drawn)	12%
CCOC(=O)c1[nH]c(=O)[nH]c1C1CC(=O)Nc2c1cnn2C(CC)CC (stereo not drawn)	5%
O=C(CN1CCN(c2nccs2)CC1)NCc1ccccc1F	6%
Cc1ccc(NS(=O)(=O)c2ccccc2)c(=O)n1CC(=O)N(C)C	?
CC(C)NC(=O)N1CCC(O)(c2csc(CN(C)Cc3cccnc3)n2)CC1	0%[86.2 µM]
CCCOc1nccnc1NC1CCN(C(=O)C2CCCO2)CC1 (stereo not drawn)	25µM*
CCCN1CCC2(CCN(C(=O)c3ccccc3)CC2)Oc2ccccc21	-26%
O=c1n(Cc2ccc([N+](=O)[O-])cc2)c2ccccc2c2nc(-c3ccccc3)nn12	?
O=C(CSc1n[nH]c(-c2ccco2)n1)Nc1ccc(F)cc1	-12%
COc1ccc(NC(=O)c2cc(NC(=O)C(C)C)cc3nc(C)ccc23)cc1	-23%
CCOc1ccc(OCCSc2nc3ccccc3o2)cc1	-9%
NC(=O)C1CCCN(Cc2ccc(-c3cnc4c(OCc5ccccc5)nccn34)cc2)C1 (stereo not drawn)	28µM*
C[N+](C)(C)CC(C[N+](C)(C)C)OCc1ccccc1	-10%
O=C(CNC(=O)c1ccccc1F)NC1CCN(Cc2ccccc2)CC1	0%
Cc1ccc2c(=O)cc(C(=O)Nc3nnc(CC(C)C)s3)oc2c1	-8%
COc1ccccc1NC(=O)/C=C/c1nc2ccccc2o1	8%
CCOC(=O)C1CCN(S(=O)(=O)c2cc(-c3cc(C)no3)ccc2C)CC1	2%
CCOC(=O)c1c(C)[nH]c(C(=O)OCc2ccc(C(=O)OC)cc2)c1C	-1%
CCn1c(CNC(=O)c2cc(OC)c(OC)c(OC)c2)cc2cc(C)ccc21	22%
Cc1noc(-c2cn(C3CCCN(C(=O)c4ccc(Cl)s4)C3)nn2)n1 (stereo not drawn)	-6%
COc1ccc(CNC(=O)Cn2cccc2-c2nc(-c3ccccc3)no2)cc1	27%
CO[C@H](C)[C@H](N)C(=O)N1CCC(c2cc(Cc3ccccc3)[nH]n2)CC1	-15%
CCCNC(=O)NC(=O)CNc1cccc(C)c1C(=O)OC	?
COc1ccc(C(=O)N2C[C@@H](COc3ccccc3)[C@H](C(N)=O)C2)cn1	19%
COc1ccc(-c2nc(C#N)c(N3CCN(C(=O)c4cccs4)CC3)o2)cc1	-11%
CN(Cc1cccc(F)c1)C(=O)Cn1c(=O)c2c(ncn2C)n(C)c1=O	16%
Cc1cccc(C(=O)Nc2cc(-c3ccccc3F)nn2-c2ccccc2)c1	?

The list is partial; the hit share may differ from the screen's.
